IMPase Li inh = IMPase inhibition in cells with lithium potentiation; 0.35% of 210,000 active; AID 1457; CHO-M1 cells, IP1 TR-FRET (IP-One), carbachol + lithium; Potency, µM (doses to about 59.4 µM), for inactives: top-dose activity, negative = IMPase inhibition, most hits filed as inhibitors;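 also: IP1 builds up when IMPase is blocked and the TR-FRET signal falls; potency is read from the fitted curve at half-maximal effect; plate controls were basal vehicle for no effect and high inhibitor control for full effect; nearly all actives have a fitted effect of over 50% in size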
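Readout is a homogeneous TR-FRET IP1 immunoassay (Ex 320, Em 665 and 620), where raised cytosolic IP1 lowers signal. Cells were CHO-M1 treated 30 min at 37C with test compounds plus a little lithium; AC50 values came from Hill-equation fitting.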
LMNA splice mod = changes lamin A minigene splicing in HeLa cells. HeLa LMNA splicing GFP/RFP minigene ratio, 48 h. Potency, µM (series often up to 46.1 µM), without a hit: top-dose ratio change, negative = inhibition, most hits filed as inhibitors. 0.01% of 200,000 active. AID 1487; active = well fitted inhibition curve with a large enough effect in the signal ratio, with a control signal flat, not every such curve was filed as active; inconclusive = small, poorly fitted or top-dose-only effect, or effect the other way, or a change in a side signal; the % refers to the signal ratio; also: potency is read from the fitted curve at half-maximal effect; % is scaled to controls: 0 for no effect and ±100 for the full control effect
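Read-out is the ratio of GFP to DsRed2 object intensity, acquired by 488 nm laser-scanning cytometry on HeLa lamin A-EGFP minigene reporter cells. Compound incubation 48 hrs at 37 °C in Opti-MEM with 2% FBS; DMSO 0.5% final.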
HTT aggregate = mutant huntingtin aggregation inhibition. PC12 HttQ103-GFP aggregates, Acumen cytometry, 40 h. Potency, µM (doses to about 46.1 µM), inactives show at the highest dose activity change, negative = inhibition, hits mostly inhibitors. 1.1% of 220,000 active. AID 1688; also: potency is read from the fitted curve at half-maximal effect; % is scaled to controls: 0 for no effect and ±100 for the full control effect; nearly all actives have a fitted effect of over 60% in size
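Huntingtin Q103 exon 1–GFP aggregates in induced PC12 cells (100 nM tebufenozide) were quantified by cytometry from lysates, with compounds dosed in titration.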
KinaseGlo FLuc = blocks Kinase-Glo luciferase, a counter-screen artifact; Q27757; Kinase-Glo luciferase, ATP luminescence, 8 min; Potency, µM (highest dose often 38.3 µM), for inactives: at the top dose activity change, negative = inhibition, actives largely listed as inhibitors; 0.28% of 200,000 active; AID 1379; also: potency is read from the fitted curve at half-maximal effect; % is scaled to controls: 0 for no effect and ±100 for the full control effect; nearly all actives have a fitted effect of over 60% in size
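Luminescence was the read-out, taken after 8-minute incubation at ambient temperature. Luciferase turned over luciferin with 10 uM ATP in imidazole pH 7.2 buffer containing KCl, MgCl2, Tween 20 and BSA.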
HTT ATP protect = protects HTT-Q103 PC12 cells, measured by ATP; 0.14% of 230,000 active; PC12 HTT-Q103 induced, cytoprotection, ATP luminescence, 40 h; Potency, µM (doses to about 56.4 µM), for inactives: cytoprotection (ATP increase), usual class: activators;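 also: potency is read from the fitted curve at half-maximal effect; % of control where 0% means no effect; nearly all actives have a fitted effect of over 45% in size; toxic huntingtin expression switched on by the ecdysone agonist tebufenozide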
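PC12 cells stably carrying ecdysone-inducible Htt exon 1 (Q103)–GFP were induced with 100 nM tebufenozide (final) alongside library compounds in a dose series. Cytoprotection was scored as retained ATP by ATPlite luminescence.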
CBFb-RUNX1 inh = CBF-beta/RUNX1 interaction disruption; AID 1477; Potency, µM (titrated, usually from 59.8 µM), inactives show at the highest dose activity, negative = inhibition, most hits filed as inhibitors; Q01196+Q13951; 230,000 tested, under 10 active; AlphaScreen CBFb-His/RUNX1-biotin binding, biochemical; also: % of control where 0% means no effect
Target sequence (Q01196 whole entry, looked up): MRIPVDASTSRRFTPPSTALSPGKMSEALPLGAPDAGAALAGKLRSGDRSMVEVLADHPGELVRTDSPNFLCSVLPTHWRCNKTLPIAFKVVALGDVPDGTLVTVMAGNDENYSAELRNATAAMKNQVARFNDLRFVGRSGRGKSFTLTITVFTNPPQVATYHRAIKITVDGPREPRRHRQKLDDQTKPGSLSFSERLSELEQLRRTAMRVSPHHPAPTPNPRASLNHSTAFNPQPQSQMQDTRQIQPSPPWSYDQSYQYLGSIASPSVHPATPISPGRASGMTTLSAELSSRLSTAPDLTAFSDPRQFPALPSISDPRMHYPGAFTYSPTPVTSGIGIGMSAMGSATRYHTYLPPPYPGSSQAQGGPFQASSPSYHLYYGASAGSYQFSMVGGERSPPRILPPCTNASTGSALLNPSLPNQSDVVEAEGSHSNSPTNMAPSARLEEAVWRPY
Target sequence (Q13951 whole entry, looked up): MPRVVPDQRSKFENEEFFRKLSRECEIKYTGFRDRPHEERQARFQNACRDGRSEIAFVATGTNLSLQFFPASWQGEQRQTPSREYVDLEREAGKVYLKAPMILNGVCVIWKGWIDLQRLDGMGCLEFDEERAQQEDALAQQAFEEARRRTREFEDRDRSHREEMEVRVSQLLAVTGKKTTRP
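AlphaScreen binding: CBFb-His and RUNX1-biotin (30 nM each) preincubated 20 min, compound added for 15 min, then nickel and streptavidin beads for 90 min, all at room temperature. Disruption of the interaction by any mechanism counts as activity.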
SMN2 splice enh = increases expression of the SMN2 splice variant; HEK293 SMN2-luciferase splicing reporter, luminescence, 30-36 h; Potency, µM (series often up to 46.1 µM), for inactives: at the highest dose activity change, positive = activation, actives largely listed as activators; 2.8% of 210,000 active; AID 1458; also: potency is read from the fitted curve at half-maximal effect; % of control where 0% means no effect; nearly all actives have a fitted effect of over 55% in size
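HEK293 cells carry an SMN2 […]–luciferase reporter in which exon 7 inclusion puts luciferase in frame. Cells were plated 10-12 h before compound addition, then incubated 30-36 h at 37C. ONE-Glo luminescence was read; sodium butyrate at 4.5 mM final served as control.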
The depositor's hits bear a star; ? = inconclusive; . = not tested or not shown; & = joins results of further samples; [ ] = another dose, or the depositor's remark. Unless noted, calls follow the shape of the dose curve; as a rule, active = well fitted curve in the direction sought with a large enough effect; inconclusive = small, poorly fitted or top-dose-only effect, or another doubt; inactive = no such curve, though single readings can be large; an effect the other way counts as inactive or inconclusive.

SMILES	IMPase Li inh	LMNA splice mod	HTT aggregate	KinaseGlo FLuc	HTT ATP protect	CBFb-RUNX1 inh	SMN2 splice enh
NC(=O)C1(N2CCCCC2)CCN(C(=O)c2cccn3c(=O)c4cc(Cl)ccc4nc23)CC1	-21%[38.3 µM]	21%	-4%	0%	-17%	5%	1%
CCc1ccc(/C=N/NC(=O)c2cc(-c3ccncc3)nc3ccccc23)s1	13%	?	?	-2%	-43%[inhibitor][10 µM]	-8%	-49%[inhibitor]
COc1ccc(C(=O)OCC(=O)NC(=O)CCSc2ccccc2)cc1	31%[activator]	-25%	-16%	3%	10%[10 µM]	-2%	3%
Cc1nnc(N/N=C\c2ccc(-c3ccccc3[N+](=O)[O-])o2)n1N	25%	-4%	6%	0%	2%[10 µM]	-2%	14%
Cc1ccc(-n2c(=O)c3cc4c(=O)n(-c5ccc(C)c(C)c5)c(=O)c4c(C(=O)c4ccc(C(=O)O)cc4)c3c2=O)cc1C	.	.	2%[9.22 µM]	.	10%[10 µM]	4%	.
CCSc1ccc2c(c1)N(CCCN1CCN(C)CC1)c1ccccc1S2	-4%	?	-1%[20.6 µM]	1%[17.1 µM]	-16%[17.1 µM]	4%[21.7 µM]	-6%[20.6 µM]
O=C(O)CSc1cc(C(=O)c2ccccc2O)cn2c(=O)c3c(-c4ccccc4)csc3nc12	1%	?	10%	-1%	-74%[inhibitor]	?	-2%
O=C1c2ccccc2C(=O)N1SC1CCCCC1	2%[38.3 µM]	-4%	7%	0%	38%	1%	-7%
COc1ccc(NC(=O)[C@H](C)NC(N)=O)cc1S(=O)(=O)Nc1cc(C)ccc1Br	-4%	2%[46 µM]	4%	0%	-11%	2%	?
Cc1ccc2[nH]c(=O)c3cc(C(=O)N(CCCOC(C)C)Cc4ccco4)sc3c2c1	-3%[38.3 µM]	?	-2%	2%	-42%[inhibitor]	1%	-10%&-41%
O=C(NCc1ccccc1)c1nc[nH]c1C(=O)NCc1ccccc1	14%	2%[46 µM]	-2%[9.22 µM]	-1%	0%[10 µM]	-18%	.
CCN(CC)CCOC(=O)c1ccc(N/C=C(/C#N)c2nc(-c3ccc(OC)cc3)cs2)cc1	.	.	-7%[9.22 µM]	.	-12%[10 µM]	?	.
COc1ccc(CNC(=O)CCSCc2ccccc2Cl)c(OC)c1	5%	4%	-9%	4%	-8%[10 µM]	4%	8%
COC(=O)c1ccc(OCc2nc(N)nc(N3CCOCC3)n2)cc1	-1%[38.3 µM]	-9%	-12%	1%	-8%	0%	0%
CCN1CCC(C(=O)NC2CCCC2)(N(Cc2cccs2)C(=O)Cn2nnc3ccccc32)CC1	.	-3%	-8%	.	-2%[10 µM]	3%	.
CCCCn1c2nc3ccccc3nc2c2c(=O)n(CCC)cnc21	2%[38.3 µM]	-5%	-5%	-1%	7%	4%	-19%
CCOC(=O)CNC(=O)CSc1nnc(-c2ccccc2)n1Cc1ccco1	33%[38.3 µM]	-1%	16%	-3%	-16%	3%	?
COc1ccc(Cl)cc1NC(=S)NCc1ccc(S(N)(=O)=O)cc1	7%	?	5%	-1%	.	-6%	-4%
CC(=O)Nc1ccc(C2=NNC(=Nc3ccc(S(=O)(=O)N4CCOCC4)cc3)SC2)cc1	.	.	-26%[9.22 µM]	.	7%[10 µM]	?	.
O=C1c2ccccc2C(=O)N1CC1=NCCc2ccccc21	6%	-9%	5%	3%	.	4%	-20%
O=c1c2cc(N3CCOCC3)ccc2[nH]c(=S)n1CC1CCCO1 (configuration not stated)	9%[38.3 µM]	12%	8%	1%	-1%	18%	-5%
CCn1c(SCC(=O)N2CCN(c3ccc(Cl)cc3)CC2)nc2ccccc2c1=O	7%[38.3 µM]	23%	-7%	1%	-13%	4%	0%
CC1Oc2ccccc2C=C1/C=N/NC(=O)c1ccncc1 (configuration not stated)	.	.	-9%[9.22 µM]	.	-2%[10 µM]	3%	.
O=C(NC1CCCCC1)C1CN(S(=O)(=O)c2ccccc2)CCN1S(=O)(=O)c1ccccc1 (configuration not stated)	0%[38.3 µM]	18%	-14%	-4%	9%[10 µM]	6%	-8%
COc1cccc(-n2nc(-c3ccnn3-c3ccccc3)c(=O)n(C)c2=O)c1	21%[38.3 µM]	8%	-12%	-1%	11%	2%	-13%
O=C(NCc1ccc(F)cc1)C1CCC(CNc2c(N3CCOCC3)c(=O)c2=O)CC1 (configuration not stated)	.	.	-3%[9.22 µM]	.	7%[10 µM]	5%	.
CC(C)(C)c1csc(NC(=O)c2ccc3nccnc3c2)n1	12%[38.3 µM]	-3%	-19%	0%	-37%	-6%	14%
COC(=O)CCn1[nH]c(=O)c2ccccc2c1=O	0%	1%	7%	-2%	.	-12%	11%
Cc1cc(OCC(=O)O/N=C(\N)c2ccccc2)ccc1Cl	11%	-7%	-15%	0%	30%[10 µM]	24%	1%[1.84 µM]
CCCOc1ccc(C(=O)CCN2CCCCC2)cc1	0%[38.3 µM]	18%	10%	-7%	-29%	-8%	-16%

Filtered by structure, the compounds so far with a COOH group
SMILES	IMPase Li inh	LMNA splice mod	HTT aggregate	KinaseGlo FLuc	HTT ATP protect	CBFb-RUNX1 inh	SMN2 splice enh
Cc1ccc(-n2c(=O)c3cc4c(=O)n(-c5ccc(C)c(C)c5)c(=O)c4c(C(=O)c4ccc(C(=O)O)cc4)c3c2=O)cc1C	.	.	2%[9.22 µM]	.	10%[10 µM]	4%	.
O=C(O)CSc1cc(C(=O)c2ccccc2O)cn2c(=O)c3c(-c4ccccc4)csc3nc12	1%	?	10%	-1%	-74%[inhibitor]	?	-2%

(cont.)
SMILES	IMPase Li inh	LMNA splice mod	HTT aggregate	KinaseGlo FLuc	HTT ATP protect	CBFb-RUNX1 inh	SMN2 splice enh
CCN1CCN(c2ccc(NC(=O)c3ccc(C#N)cc3F)cc2Cl)CC1	19%	5%[46 µM]	-3%	0%	-49%[inhibitor]	5%	-12%
Cc1cccc(NCc2ccccc2O)c1	24%[38.3 µM]	-2%	-7%	2%	-11%	4%	-17%
CNCCCOc1cccc(OC(C)C)c1	17%[38.3 µM]	-7%	25%	-3%	9%	2%	-24%
Cn1c(=O)c(-[n+]2ccccc2)c([O-])c2ccccc21	0%[38.3 µM]	13%	?	-6%	-1%[10 µM]	-1%	10%
CCN(CC)S(=O)(=O)c1cccc(-c2nnc(SCCOc3ccc(Cl)cc3)o2)c1	20%[38.3 µM]	?	-15%	-4%	-21%	?	-41%[inhibitor]
CN(C)S(=O)(=O)c1cccc(C(=O)OCC(=O)NCc2ccccc2)c1	12%[38.3 µM]	3%	0%[9.22 µM]	0%	1%	0%	-7%
CCCn1c(NCc2ccc3c(c2)OCO3)nc2ccccc21	31%[activator][38.3 µM]	10%	-11%	-4%	1%[1.9 µM]	6%	3%
Cc1ccccc1OCCN1C(=O)c2ccccc2C1=O	9%[38.3 µM]	8%	5%	0%	11%	17%	10%
Cc1cc(=O)oc2cc(OCC(=O)OCC(=O)Nc3ccccc3C(C)C)ccc12	-13%	-6%	-2%	-2%	20%[1.9 µM]	8%	7%
CSc1nccc(N2CCN(c3ccc(F)cc3)CC2)n1	3%	?	-4%	3%	.	1%	-52%[inhibitor]
CCn1ncc([C@@H]2C[C@H]3CN(Cc4cccc(Cl)c4)C(=O)[C@]34CCCN24)c1C	13%	-8%[46 µM]	-11%[9.22 µM]	0%	-7%[10 µM]	4%	.
CCNc1ncc2nc(-c3cccs3)c(=O)n(CCC#N)c2n1	0%	?	.	.	-52%[inhibitor]	.	.
CCc1c(C)nc(SCC(=O)Nc2c(C)n(C)n(-c3ccccc3)c2=O)[nH]c1=O	8%[38.3 µM]	-3%	22%	-2%	6%	3%	14%
O=C1c2ccccc2C(=O)N1Cc1cnc(N2CCN(c3ccccc3)CC2)s1	17%	7%[46 µM]	14%	-2%	-19%[10 µM]	3%	-21%
O=C(c1ccccc1)C1CCN(CC(=O)N2CCN(c3ccccc3)CC2)CC1	9%	?	0%[9.22 µM]	1%	-14%[10 µM]	0%	-15%
COc1ccc(CCNS(=O)(=O)c2cccc(F)c2)cc1OC	33%[38.3 µM]	0%	10%	1%	23%	3%	-5%
O=C(Nc1ccc(F)cc1)N1CCN(CCc2ccccc2)CC1	-2%	.	-4%	-1%	30%	9%	21%
CCOc1ccc(C(=O)CCN2CCCCC2)cc1	16%[38.3 µM]	?	-1%	-1%	16%	3%	-3%
Cc1ccc(S(=O)(=O)N2CCC(=O)N(CCOC(=O)Nc3ccccc3C)CC2)cc1	6%	5%	1%	1%	.	5%[2.36 µM]	-6%
O=C(NCCC1=CCCCC1)C1CCCN(S(=O)(=O)c2cnc[nH]2)C1 (configuration not stated)	1%[38.3 µM]	-4%	-3%	-1%	-16%	-1%	8%
Cc1cccc(Cc2cnc(NC(=O)c3ccc(C)o3)s2)c1	11%[38.3 µM]	-8%	1%[9.22 µM]	0%	-45%[inhibitor]	-7%	-2%
Cn1c(SCC(=O)Nc2ccc(N3CCOCC3)cc2)nnc1-c1ccccc1	22%[38.3 µM]	0%	2%	1%	-25%	-4%	41%
Cc1ccc(-c2csc3nnc(SCC(=O)Nc4nsc(-c5ccccc5)n4)n23)cc1	-6%[38.3 µM]	?	?	7%	-34%	6%	-25%
Cc1ccc([N+](=O)[O-])c(C(=O)N/N=C/c2cccs2)c1	.	.	17%[9.22 µM]	.	6%[10 µM]	3%	.
Cc1ccc(S(=O)(=O)C2(C(=O)N3CCCC(C)C3)CC2)cc1 (configuration not stated)	-7%[38.3 µM]	13%	2%	-2%	2%	4%	-5%
O=C(O)CC1S/C(=N/N=C/c2ccc(-c3ccc(Cl)c([N+](=O)[O-])c3)o2)NC1=O (configuration not stated)	3%	.	-6%	-1%	7%	-10%	-15%
CCCCC/C=C\C[C@@H](O)/C=C/C=C/C=C/[C@@H](O)CCCC(=O)O	6%	.	.	2%	-20%	4%	11%
CCOC(=O)c1sc2ccccc2c1OC(=O)c1ccccc1	38%[38.3 µM]	?	1%	-2%	-14%	27%	11%
Cc1ccc(N2OC3C(=O)NC(=O)C3C2c2ccco2)cc1 (configuration not stated)	-2%	-8%	5%	1%	-9%	10%	-6%
Clc1ccc(COn2ccnc2)cc1Cl	0%	?	-5%	-1%	-9%	0%	5%
Cc1ccc(OCC(=O)NN=C2c3ccccc3-c3ccccc32)cc1	4%[38.3 µM]	3%	-3%	0%	-28%	1%	-14%

Screening results as filed in PubChem BioAssay.

This is a random part of the collection, and some 4% of all compounds hit somewhere here.
